# UDG counterscr: blocks uracil-DNA glycosylase in AID counter-screen. AID 1347430. Potency, µM (series often up to 115 µM), for inactives: at the top dose activity change, negative = inhibition, usual class: inhibitors. FRET deamination/UDG coupled assay, UDG read, 4 h. hit rate 0.14% among 91,000; also: nearly all actives have a fitted effect of over 65% in size
# AID inhibitor: activation induced cytidine deaminase inhibition | Q9GZX7 | hit rate 0.32% among 91,000 | AID 1347428 | AID deamination FRET fluorescence, UDG-coupled, 4 h | Potency, µM (series often up to 115 µM), inactives show at the highest dose activity change, negative = inhibition, most hits filed as inhibitors; also: nearly all actives have a fitted effect of over 25% in size
# Target sequence (Q9GZX7 whole entry, looked up): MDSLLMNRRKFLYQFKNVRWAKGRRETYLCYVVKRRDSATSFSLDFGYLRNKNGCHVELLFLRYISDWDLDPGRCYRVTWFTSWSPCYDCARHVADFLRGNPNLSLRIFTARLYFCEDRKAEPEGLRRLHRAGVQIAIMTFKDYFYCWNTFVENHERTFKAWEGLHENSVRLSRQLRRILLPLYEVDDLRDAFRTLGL
# An asterisk follows results filed as active; ? = inconclusive; & = joins results of further samples; [ ] = remark or other dose. Calls follow the shape of the dose curve; as a rule, active = well fitted curve in the direction sought with a large enough effect; inconclusive = small, poorly fitted or top-dose-only effect, or another doubt; inactive = no such curve, though single readings can be large; an effect the other way counts as inactive or inconclusive. % is scaled to controls: 0 for no effect and ±100 for the full control effect; potency is read from the fitted curve at half-maximal effect. The list is partial; count on the stated rates, not on these rows.
Structure	UDG counterscr	AID inhibitor
COc1cccc(-c2noc(-c3cc4ccccc4oc3=O)n2)c1OC	3%&5%	5%&16%
CCc1ccccc1Nc1cc(C(=O)NCCCN(C)C2CCCCC2)c2ccccc2n1	-25%[57.5 µM]	6%
CCONC(=O)c1ccc(NC(=O)c2cccs2)cc1	2%	2%
Clc1ccc(Cl)c(-c2nn3c(CN4CCOCC4)nnc3s2)c1	?	-16%
Cc1cc(C(=O)OCc2ccccc2C#N)c(C)o1	-9%	-11%
Cn1c(=O)[nH]c(=O)c2c1nc(NC1CCCCC1)n2CC(=O)c1ccccc1	3%	2%
O=C(NCc1ccc(F)cc1)C1CCN(S(=O)(=O)c2ccc3c(c2)CCCN3C(=O)C2CCC2)CC1	-10%	-21%
CCc1cccc(C)c1NC(=O)Cn1c(=O)n(-c2ccc(C)cc2)c(=O)c2c1cnn2C	4%	-6%
COc1cc(OC)cc(C(NC(=O)NOCc2ccccc2)c2nccn2C)c1 (configuration not stated)	-9%	0%
COc1ccc(C)cc1NC(=O)c1cc(S(=O)(=O)N2CCCCC2)c[nH]1	2%	4%
COc1cc(C=O)cc(Cl)c1OCc1cccc(F)c1	-6%	-12%
CCOc1ccccc1NC(=O)CCc1ccc(-c2ccccc2)o1	-4%	-7%
CSc1ccccc1NC(=O)C(Sc1ccccc1)c1ccccc1 (configuration not stated)	-11%	-9%
Cc1ccc(NC(=O)c2n[nH]c(=O)c3ccccc23)c(O)c1	3%	0%
O=C(Cn1nc(C(=O)O)c2ccccc2c1=O)NCc1cccc(Cl)c1	10%	-9%
Oc1c(Cl)cccc1C=Nc1cc(C(F)(F)F)ccc1Oc1ccc(Cl)cc1	-1%	-9%
CCOC(=O)C(C)Sc1nnc2cc(C)c3ccccc3n12 (configuration not stated)	-6%	1%
CC(=O)Nc1ccccc1-c1nc2ccccc2n(C(C)C(=O)Nc2cccc(C)c2C)c1=O (configuration not stated)	14%	12%
O=S(=O)(NC1CCSc2ccccc21)c1cccs1 (configuration not stated)	0%	-12%
Cc1ccc(C(=O)OCC(=O)N(C)c2ccccc2)cc1F	-5%	-5%
CCc1ccc(-c2nc(CS(=O)CC(=O)NCc3ccc(F)cc3)c(C)o2)cc1 (configuration not stated)	-3%[57.5 µM]	12%
COc1ccc(CNC(=O)c2cc3c(=O)n4cccc(C)c4nc3s2)cc1	-14%[57.5 µM]	7%
CC(C)c1ccc(-c2nnc3n(CCc4ccccc4)c(=O)c4ccccc4n23)cc1	-5%	-19%
CCCn1nc(C(=O)Nc2ccc(Br)cc2F)c2ccccc2c1=O	-3%	-4%
COc1cccc(C2=CC(c3cc(Br)ccc3F)n3nnnc3N2)c1 (configuration not stated)	-10%	7%

# An excerpt from further up, for reference:
Structure	UDG counterscr	AID inhibitor
CCONC(=O)c1ccc(NC(=O)c2cccs2)cc1	2%	2%
Clc1ccc(Cl)c(-c2nn3c(CN4CCOCC4)nnc3s2)c1	?	-16%
Cc1cc(C(=O)OCc2ccccc2C#N)c(C)o1	-9%	-11%
Cn1c(=O)[nH]c(=O)c2c1nc(NC1CCCCC1)n2CC(=O)c1ccccc1	3%	2%
O=C(NCc1ccc(F)cc1)C1CCN(S(=O)(=O)c2ccc3c(c2)CCCN3C(=O)C2CCC2)CC1	-10%	-21%

# Following part.
Structure	UDG counterscr	AID inhibitor
O=C(CCC(=O)c1ccc2c(c1)CCCC2)OCc1ccccc1[N+](=O)[O-]	12%	6%
COc1ccccc1CNS(=O)(=O)c1cnc(N)nc1	-2%	-11%
N#Cc1c(/N=C/c2c(Cl)cccc2Cl)sc2c1CCCC2	13%	3%
CCc1cccc(NS(=O)(=O)c2ccc3c(c2)N(CC(=O)OC)C(=O)CS3)c1	2%[57.5 µM]	6%
Cc1cc(F)ccc1S(=O)(=O)Nc1cc2c(C(=O)O)c(C)oc2c2ccccc12	-4%	105%[activator]
Cc1cccc(N2CCN(C(=O)c3cnn(-c4ccc(F)cc4F)c3C3CCN(C(=O)OC(C)(C)C)CC3)CC2)c1C	-2%	-3%
CCc1nc(Nc2ccccn2)sc1C	3%	-1%
CC1CCc2sc(N)c(C#N)c2C1 (configuration not stated)	-6%	3%
COc1ccc(C2CC(=O)Nc3c2c(=O)[nH]c2nc4ccccc4n32)cc1OC (configuration not stated)	-3%&-5%	-2%&-13%
CCOC(=O)C1CCCN(c2c(C(=O)c3ccc(C)cc3)cnc3ccc(OCC)cc23)C1 (configuration not stated)	9%	74%[activator]
CCc1c(C)sc2c1CCN(Cc1cccc(F)c1)C2c1ccccc1 (configuration not stated)	-6%	-2%
CCCCCCCCCCCCOC(=O)C[N+](C)(C)C	-4%	-3%
Cc1[nH]c2ccc(F)cc2c1CCNC(=O)c1cc2cc(Cl)ccc2oc1=O	-6%[57.5 µM]	3%
O=C(NC(Nc1ccc(Br)cc1)C(=O)c1ccccc1)c1ccccc1 (configuration not stated)	-5%	1%
Cn1c(=O)c2c(nc(SCC(N)=O)n2Cc2ccccc2)n(C)c1=O	-4%	-9%
Cc1ccc(OCC(=O)N(Cc2ccc(Cl)cc2)Cc2ccco2)cc1C	-20%	?
COc1ccc(CNC(=O)Cn2c(=O)nc(-c3ccccc3F)c3cc(Cl)ccc32)cc1	-2%	-4%
CCOc1cc(C2NC(=O)NC(C)=C2C(=O)OCC(F)(F)F)ccc1O (configuration not stated)	6%	-4%
Cc1ccc(CNc2nc3ccc(Cl)cc3n3cnnc23)cc1	1%	4%
CC(C)c1ccc(/C=C(\C#N)C(=O)NC2CCCCC2)cc1	-2%	-11%
CSc1cccc(NC(=O)Cc2cccc(F)c2)c1	-10%	-14%
COc1ccccc1CCN1CNc2c(c(=O)[nH]c(=O)n2-c2ccc(Cl)cc2)C1	1%	3%
CCCCNC(=O)c1ccc2c(c1)ncn2-c1cc(OC)ccc1OC	-2%	42%[activator]
Cc1cccc(NC(=O)CSc2nc3nccnc3c(=O)n2CCc2ccccc2)c1	6%	?
O=S1(=O)CCN2C(c3cc(Cl)ccc3Cl)=CSC2=N1	0%	1%
COc1ccc(-c2noc(CN(C(=O)C(C)Oc3ccc(C)cc3)C(C)C)n2)cc1 (configuration not stated)	-20%	?
COc1ccc(NC(=O)CN2C(=O)COc3ccc(S(=O)(=O)Nc4ccccc4)cc32)cc1OC	-2%	54%[activator]
CCC1CCCCN1C(=O)Cn1c(=O)n(Cc2ccc3c(c2)OCO3)c(=O)c2sccc21 (configuration not stated)	-1%	3%
COc1ccc(-c2nc3cc(NC(=O)c4ccc(OC)c(OC)c4)ccc3o2)cc1	17%	-10%
COc1cc(C)ccc1OCCOc1ccc(Br)cc1	-2%	-5%
O=C(Nc1ccccc1C(F)(F)F)c1ccccc1Cl	-2%	-8%
FC(F)(F)c1cccc(Oc2ncnc3scc(-c4ccccc4)c23)c1	-4%	-9%
CCOc1ccccc1NC(=O)CCS(=O)(=O)c1ccc2c(c1)oc(=O)n2C	7%[57.5 µM]	28%[57.5 µM]
CC(C)c1ccc2oc(=O)cc(CN3CCN(c4ccccc4F)CC3)c2c1	-1%	-5%
CCNc1sc(C(C)=O)c(N)c1C#N	10%	27%
Cc1ccc(C(=O)CSc2nc(C)cc(C)c2C(=O)Nc2cccc(C)c2)cc1	-9%	2%
CCOCCCNC(=O)N[C@H](C(=O)O)C(C)CC (some centres not stated)	-3%	5%
COc1ccc(-c2cc(=O)c3cc(OC(=O)C(C)C)ccc3o2)cc1	-7%	-14%
Cc1cc(=O)oc2cc3c(cc12)CCC1(CCC(C)CC1)O3 (configuration not stated)	-2%	-4%
CCC(=O)N1CCc2cc(Br)cc(S(=O)(=O)CCC(=O)NCc3ccc(F)cc3)c21	-11%	5%
CCOc1ccc(CCNC(=O)Cn2nnc(-c3ccc(C(F)(F)F)cc3)n2)cc1OCC	3%	29%
C[N+](C)(C)CC(=O)[O-]	-8%	-6%
CCn1cc(S(=O)(=O)c2ccc(C)cc2C)c(=O)c2cc(F)c(N3CCCC3)cc21	?	22µM*
CCC1CN=C(Nc2cccc(C)c2)S1 (configuration not stated)	2%	5%
CCSc1ncc(Cl)c(C(=O)Nc2ccc(S(=O)(=O)N3CCCCC3CC)cc2)n1 (configuration not stated)	7%	-3%
O=C(O)CC(C(=O)O)C1CCCO1 (configuration not stated)	6%	-5%
Cc1cc(C)c(NC(=O)Cn2nnc(C(=O)NCc3cccs3)c2N)c(C)c1	0%	?
O=C1CCCc2cc(S(=O)(=O)NCC3CCC(C(=O)Nc4ccccc4F)CC3)ccc2N1 (configuration not stated)	6%	-1%
COc1ccccc1Nc1c2c(nc3ccc(NC(=O)c4ccc(OC)c(OC)c4)cc13)CCCC2	-15%	?
Cn1nc(C(=O)Nc2ccccc2C#N)c2c1-c1ccccc1SC2	4%[57.5 µM]	1%

# Carrying on:
Structure	UDG counterscr	AID inhibitor
CC(=O)c1ccc(C(=O)N(C)Cc2ccc(C)cc2C)s1	-5%	6%
Cc1ccc(CNC(=O)CCNS(=O)(=O)c2ccc3c(c2)oc(=O)n3C)cc1	-13%	?
O=C(c1ccccc1O)N1CCN(S(=O)(=O)c2ccc3ccccc3c2)CC1	4%	-5%
O=S(=O)(NCc1ccc(N2CCOCC2)nc1)c1cc(C(F)(F)F)cc(C(F)(F)F)c1	-7%	3%
CCN(CC)c1cc(C)c2cc(NC(=O)c3cc(OC)cc(OC)c3)ccc2n1	-23%	?
Cc1ccccc1C(=O)N/C(=C\c1ccc(O)cc1)C(=O)O	-3%	7%
Cc1ccc(C(C)C)c(OC(=O)c2ccc(-c3ccccc3)cc2)c1	2%	1%
N/C(COc1cccc2ccccc12)=N\O	4%	4%
CCOc1ccc(NC(=O)Cc2c(C)[nH]n(-c3nc(-c4ccc(Cl)cc4)cs3)c2=O)cc1	-8%	-1%
CC(OC(=O)c1nn(C)c(=O)c2ccccc12)C(=O)Nc1cc(C(F)(F)F)ccc1Cl (configuration not stated)	5%	-4%
COc1ccc(C(=O)CSc2nnc3c(=O)n(-c4ccc(C(C)C)cc4)ccn23)cc1OC	-3%	2%
Cc1ccc(C2=Nc3ccccc3N(CC(=O)NCc3ccccc3Cl)C(=O)C2)cc1C	-3%	-8%
CCc1ccc(-n2c(=O)c3cccnc3n2CC(=O)N(CC)c2cccc(C)c2)cc1	-12%	?
Cc1ccc(NS(=O)(=O)c2ccc3[nH]c4c(c3c2)CCCCCC4)cc1C	-8%	7%
Cc1c(C(=O)N2CCCC2)oc2c1-c1nn(CC(=O)NC(C)c3ccccc3)cc1CC2 (configuration not stated)	-26%	7%
CCn1c(=O)c2cc(C(=O)NCCc3ccc(Cl)cc3)sc2c2ccccc21	-7%	-1%
COc1ccc([C@@H]2c3c(C)nn(-c4ccccc4)c3NC(=O)[C@H]2NC(=O)c2ccc(Cl)cc2)cc1	3%	3%
COc1ccccc1N1CCN(CCN(C(=O)c2ccc(I)cc2)c2ccccn2)CC1	-22%	-26%
Cc1cccc(NC(=O)c2sc(-n3nc(C)c(CCC(C)C)c3C)nc2C)c1C	5%	16%
CCOC(=O)C(=O)Nc1nnc2n1CCS2	-9%	20%
COc1ccccc1NC(=O)Cn1c(=O)n(CCCCCC(=O)NCc2ccccc2)c(=O)c2sccc21	-26%	2%
COc1ccc(CNC(=O)Cc2c(C)c3c(OC)cc(C)cc3oc2=O)cc1	-2%	-5%
CCN(CC)S(=O)(=O)NCCNS(=O)(=O)N(CC)CC	-12%	2%
Cc1ccc(CNC(=O)CCc2nc3cccnc3n2Cc2ccccc2)cc1	-4%	-2%
COc1ccc(C2C=C3c4cc5c(cc4CCN3C3=C2C(=O)CCC3)OCCCO5)cc1 (configuration not stated)	-3%	12%
Cc1ccc(CN(Cc2ccco2)C(=O)COc2cc(C)c(Cl)c(C)c2)cc1	?	?
Cc1cccc(OCC(=O)Nc2ccc(-c3nc4ccccc4o3)cc2)c1C	3%	15%
CCCCN(CCCC)CCCNC(=O)c1cc(-c2ccc(Cl)s2)nc2ccccc12	-8%	19%
Cc1nc2cccnc2n1C1CCN(C(=O)Nc2ccc(Cl)cc2)CC1	-14%	-2%
CCOC(=O)c1cc(CC)sc1NC(=O)CC1Sc2ccc(C(F)(F)F)cc2NC1=O (configuration not stated)	57%[activator]	-5%
C=CCC(C)(NCc1ccccc1)c1ccccc1 (configuration not stated)	-1%	-3%
Cc1cccc(C(=O)NNC(=S)NC(=O)c2ccc(C(C)(C)C)cc2)c1	0%	-20%
Cn1c(=O)c2c(nc(N3CCOCC3)n2Cc2cccc(Br)c2)n(C)c1=O	3%	-9%
Cc1ccccc1NC(=O)c1ccc2c(c1)CCC2	-1%	-6%
Cc1ccc(NC(=O)Cn2cnc3nc4c(cc3c2=O)CCCC4)cc1Cl	-10%	11%
CCC(C)n1c(=N)c(C(=O)NCc2ccco2)cc2c(=O)n3cc(C)ccc3nc21 (configuration not stated)	-2%	58%[activator]
COc1cccc(C(=O)Oc2ccc3c(=O)c(-c4ccccc4OC)c(C)oc3c2)c1	6%	-9%

# Quoted at random: three records from the list.
Structure	UDG counterscr	AID inhibitor
Cc1nc2cccnc2n1C1CCN(C(=O)Nc2ccc(Cl)cc2)CC1	-14%	-2%
CCCCN(CCCC)CCCNC(=O)c1cc(-c2ccc(Cl)s2)nc2ccccc12	-8%	19%
Cc1cccc(C(=O)NNC(=S)NC(=O)c2ccc(C(C)(C)C)cc2)c1	0%	-20%
